STEP block – STEP (human) phosphatase inhibition; P54829; recombinant STEP, OMFP fluorogenic substrate, fluorescence; inhibition, % at 20 µM; 360,000 compounds, 0.25% hits; AID 588621;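 active means inhibition at 20 µM, scaled per plate between control wells, above about 37%, limit read from the data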;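 further: 0% = DMSO with enzyme and substrate and 100% = substrate only without enzyme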
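Material: STEP (striatal-enriched tyrosine phosphatase) enzyme, cell-free | Medium: 50 mM Bis-Tris pH 6.0 with 2.5 mM DTT and 0.005% Tween 20 | Read-out: Percent inhibition scaled to no-enzyme and uninhibited-enzyme controls, plate-pattern corrected | Signal: Fluorescence read at 480 nm ex / 540 nm em | Times: 20 min reaction, room temperature, in the dark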
CSN deneddyl inh – inhibitors of human CSN-mediated cullin deneddylation | inhibition, % at 12.5 µM | 360,000 compounds, 0.38% hits | Purified CSN, SCF-Nedd8-OG deneddylation, fluorescence polarization | Q92905;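 active means pattern-corrected inhibition above about 35%, with an unprinted fluorescence ratio check between 0.5 and 1.5, limit read from the data, passing the limit was not always enough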;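 further: 0% = enzyme with substrate and 100% = substrate without enzyme; some results filed as inactive read as strong as hits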
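Assay system: Purified human Csn5 enzyme expressed in HEK293T cells | Amount: Enzyme 0.24 nM | Measured by: Fluorescence polarization readout | Medium: Tris/NaCl/DTT buffer, pH 7.5 | Compound dosing: One concentration, 12.5 µM, 0.25% DMSO | Times: 90 min incubation of compound, enzyme and substrate at room temperature | Control set: no-enzyme wells high, enzyme-with-substrate wells low | Read-out: % inhibition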
NadD block – inhibitors of Staphylococcus aureus NadD; purified NadD enzyme, colorimetric absorbance read-out; inhibition, % at 20 µM; 360,000 compounds, 0.78% hits; AID 602399; in the data active means inhibition above about 26%; further: some compounds past the cut are filed as inactive
Rpn11 block – Rpn11 (human) deubiquitinase inhibition; human 26S proteasome, Ub4-pepOG fluorescence polarization; 20S core pre-blocked with epoxomicin; O00487; 360,000 compounds, 0.59% hits; calls only at 20 µM;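 active means inhibition at 20 µM, scaled to each plate's controls, above about 33%, limit read from the data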
SUMO1 PPI mod – SUMO1-SIM interaction modulation; P63165; SUMO1 binding to a labelled peptide, TR-FRET, 1 h; inhibition, % at 20 µM; 360,000 compounds, 0.33% hits; in the data active means inhibition above about 37%
DNMT1 block – DNMT1 (human) enzyme inhibition | 360,000 compounds, 0.83% hits | inhibition (reported as % activation of signal), % at 10 µM | P26358 | DNMT1 molecular beacon, Hinp1I cleavage, fluorescence; in the data active means inhibition above about 50%
Target sequence (P26358 504-1616 limits assumed): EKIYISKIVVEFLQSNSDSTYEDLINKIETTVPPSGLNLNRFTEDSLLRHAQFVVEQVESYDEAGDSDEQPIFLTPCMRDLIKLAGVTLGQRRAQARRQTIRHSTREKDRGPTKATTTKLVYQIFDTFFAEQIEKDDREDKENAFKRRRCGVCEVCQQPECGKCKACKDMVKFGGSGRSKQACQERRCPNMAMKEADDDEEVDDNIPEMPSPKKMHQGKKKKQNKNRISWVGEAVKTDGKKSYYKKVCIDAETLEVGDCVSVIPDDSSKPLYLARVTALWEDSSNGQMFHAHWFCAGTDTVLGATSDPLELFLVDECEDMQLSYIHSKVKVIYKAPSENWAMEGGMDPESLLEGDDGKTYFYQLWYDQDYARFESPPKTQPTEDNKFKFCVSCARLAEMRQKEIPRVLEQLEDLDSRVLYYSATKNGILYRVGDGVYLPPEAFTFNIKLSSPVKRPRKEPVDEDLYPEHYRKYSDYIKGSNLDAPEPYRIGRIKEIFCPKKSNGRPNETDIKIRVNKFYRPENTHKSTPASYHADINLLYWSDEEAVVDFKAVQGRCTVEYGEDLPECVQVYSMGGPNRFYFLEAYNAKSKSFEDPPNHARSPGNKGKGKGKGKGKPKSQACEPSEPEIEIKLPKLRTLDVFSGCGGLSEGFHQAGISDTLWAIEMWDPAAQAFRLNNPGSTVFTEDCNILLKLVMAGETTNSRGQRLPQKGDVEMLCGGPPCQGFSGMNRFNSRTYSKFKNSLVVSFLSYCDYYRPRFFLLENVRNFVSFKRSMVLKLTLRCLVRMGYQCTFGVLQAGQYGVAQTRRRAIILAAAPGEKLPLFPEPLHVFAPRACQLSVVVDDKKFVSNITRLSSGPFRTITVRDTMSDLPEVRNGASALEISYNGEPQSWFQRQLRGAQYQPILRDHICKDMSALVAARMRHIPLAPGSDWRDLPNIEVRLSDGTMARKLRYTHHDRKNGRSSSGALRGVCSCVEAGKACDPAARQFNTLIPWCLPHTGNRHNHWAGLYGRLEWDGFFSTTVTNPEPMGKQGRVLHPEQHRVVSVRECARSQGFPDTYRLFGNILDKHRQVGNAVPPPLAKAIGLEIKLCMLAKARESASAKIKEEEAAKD
LMPTP block – blocks human LMPTP phosphatase | recombinant LMPTP-A, OMFP fluorogenic substrate, fluorescence intensity | inhibition, % at 20 µM | 360,000 compounds, 0.22% hits | AID 651560;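 active means compounds that cut the enzyme signal by at least half of the control window in the single-dose screen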;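 further: plate controls were DMSO wells with enzyme plus substrate for no effect and substrate without enzyme for full effect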
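Test system – LMPTP-A enzyme · Amount – LMPTP-A at 0.625 nM final in the reaction · Buffer or medium – Bis-Tris pH 6.0, DTT, detergent · Reagent – OMFP 400 µM · Doses – single 20 µM dose · Schedule – reaction 50 min, room temperature, dark · Detection – fluorescence intensity of OMFP turnover product · Evaluation – percent inhibition versus substrate-only and uninhibited controls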
Scp-1 inhibitor – inhibitors of human Scp-1 phosphatase | Q9GZU7 | Recombinant Scp1, phosphopeptide, malachite green phosphate absorbance | inhibition, % at 20 µM | 340,000 compounds, 0.88% hits;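 active means inhibition above about 50% at 20 µM, limit read from the data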;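 further: plate controls were DMSO wells with enzyme for no effect and wells lacking enzyme for full effect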
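Incubation: 45 min enzyme reaction at room temperature / System: truncated SCP-1 phosphatase (76-261aa) / Reagent: Phospho 17-mer peptide substrate / Buffer or medium: Acidic Tris acetate buffer with magnesium and detergent / Signal: absorbance at 630 nm / Doses: one concentration, 20 µM, with 1.0% DMSO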
MsrA inhibitor – inhibits bovine methionine sulfoxide reductase A | purified bovine MsrA, absorbance read-out | inhibition, % at 15.5 µM | 360,000 compounds, 0.75% hits; in the data active means inhibition above about 4.5%;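 further: 0% = vehicle wells with enzyme and 100% = reference inhibitor wells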
TbMetRS inhib – blocks T. brucei methionyl-tRNA synthetase activity; purified T. brucei MetRS, ATP depletion, Kinase-Glo luminescence; inhibition, % at 11.9 µM; 360,000 compounds, 0.4% hits;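 active means inhibition above a per-plate cutoff of the control wells' mean inhibition plus 3 SD, cut at about 5.5% in these data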;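 further: 0% = DMSO wells median and 100% = median of wells with control inhibitor compound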
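Assay system: T. brucei methionyl-tRNA synthetase, purified | Medium: HEPES buffer with MgCl2, KCl, DTT, spermine, BSA, pyrophosphatase | Compound: 11.9 µM single point | Incubation: 15 min enzyme-compound preincubation, 2 h reaction, 10 min detection, 25 °C | Measured by: Kinase-Glo luciferase luminescence reporting remaining unconsumed ATP | Measure: % inhibition normalized to control-well medians | Replication: Singlicate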
Starred values were filed as active, the others as inactive; i = inactive; . = not tested or not shown; & = joins results of further samples.

#	mol	STEP block	CSN deneddyl inh	NadD block	Rpn11 block	SUMO1 PPI mod	DNMT1 block	LMPTP block	Scp-1 inhibitor	MsrA inhibitor	TbMetRS inhib
1	NC(N)=Nc1ccc2[nH]c3c(c2c1)C[C@@]1(O)[C@H]2Cc4ccc(O)c5c4[C@@]1(CCN2CC1CC1)C3O5 (stereo partly drawn)	-1	0	-3	i	2	-4	6.7	-3	1.3	-0.5
2	Cc1nn(Cc2ccccc2Cl)c(C)c1C(=O)NC1CCCc2ccccc21 (stereo not drawn)	-1	0	2	i	3	2	0.1	-4	-0.8	-0.1
3	CCCNC(=O)N1[C@H]2CC[C@@H]1C(C(=O)OC)=C(c1cc3ccccc3s1)C2	-5	0	-2	i	4	0	-1.1	-5	0.2	-0.3
4	O=Cc1cn(Cc2ccccc2F)c2ccccc12	2	-5	10	i	-2	-2	-0.7	-5	0.7	0.2
5	CCOP(=O)(OCC)C1(O)C(=O)Nc2ccccc21 (stereo not drawn)	-2	-11	-6	i	-6	8	-2.5	-1	1.3	-0.1
6	CCc1ccc(/C=C(/C#N)C(N)=S)cc1	1	-6	-1	i	8	4	-0.3	-10	2.3	0.2
7	c1cncc(C2CCCCN2)c1 (stereo not drawn)	-1	-5	3	i	1	1	-1.6	-1	-0.5	-0.4
8	Cc1nc2ccccc2c(=O)n1-c1cccc([N+](=O)[O-])c1	2	1	0	i	-6	1	-1.2	-9	2.5	0.0
9	O=C(CCCOc1ccc(Cl)cc1Cl)N1CCC2(CC1)OCCO2	4	-8	-7	i	7	-11	0.0	1	1.5	3.2
10	CSc1nnc([C@@H](N)Cc2ccccc2)o1	-2	-4	-4	i	2	0	-2.6	-7	0.9	-0.9
11	Cc1nn(Cc2ccccc2)c(Cl)c1C(=O)NC1CCCc2ccccc21 (stereo not drawn)	0	6	-4	i	-1	-4	1.0	-4	0.2	-0.7
12	COc1ccccc1N(CC(=O)NC1CCCC1)C(=O)c1cnn(C(C)C)c1	-3	-1	-4	i	0	-1	-0.3	-19	-1.8	0.4
13	O=C1/C(=C/c2ccc3c(c2)OCO3)N2CCC1CC2	-5	-13	1	i	-2	6	-1.9	21	3.3	-2.0
14	CCn1c(=O)cc(OCC(=O)N2CCN(Cc3ccc4c(c3)OCO4)CC2)c2ccccc21	2	0	6	i	3	-2	-0.2	5	2.4	-0.6
15	O=c1c2ccccc2nc(-c2ccco2)n1-c1ccc(Br)cc1	-2	5	-8	i	-8	-6	-0.5	0	1.0	-0.6
16	O=C(CN1CC(c2ccccc2)CC1=O)Nc1ccc(F)cc1 (stereo not drawn)	-3	2	0	i	-1	4	1.4	11	1.1	-0.2
17	CCC(C)n1c(C)cc(C(N)=O)c1C (stereo not drawn)	-2	1	0	i	-2	7	-0.3	0	-0.7	-0.4
18	O=C1NC(=O)C(=Cc2ccc(-c3ccc(S(=O)(=O)N4CCOCC4)cc3)o2)C(=O)N1	1	0	10	i	-11	5	0.2	-5	2.5	-0.2
19	O=C(NC1CCCCC1)N1Cc2ccccc2-n2nncc2C1	1	-3	2	i	0	1	-1.0	4	0.5	-0.5
20	CCOC(=O)C1(CCOc2ccccc2)CCN(C(C)CSC)CC1 (stereo not drawn)	1	1	-4	i	-1	0	0.0	-2	0.1	-0.8
21	CC(=O)N1CC(=O)Nc2ccc(C)cc2C1c1ccccc1 (stereo not drawn)	-2	-1	-3	i	2	1	-1.4	-13	-0.7	-0.6
22	COc1ccccc1CN1CCNCC1	2	4	-5	i	0	5	-6.9	.	-0.3	0.0
23	NCCc1cc(O)c(O)cc1O	-2&4	19&58	65*	i	47*	118*	79*	-9&-1	2.1&2.5	0.0&0.3
24	COc1cc2[nH]c(=O)n(-c3ccc(C)cc3)c(=O)c2cc1OC	2	1	-2	i	6	0	0.4	9	0.6	0.4
25	Cc1cc(C)c(C(=O)CN2CCOCC2)c(C)c1	-1	1	-4	i	-3	0	-2.8	-2	0.3	-0.6
26	CCOc1ccc(Br)c(C2(O)CC(C)N(C)CC2C)c1 (stereo not drawn)	-1	-3	3	i	-4	7	0.2	3	0.5	-1.5
27	COc1cc(C=C2C(=O)NC(=O)NC2=O)ccc1OCc1ccc([N+](=O)[O-])cc1	-1	1	4	i	-20	-6	-1.0	29	1.6	-0.3
28	COc1ccc(-c2cc(-c3ccccc3)[n+](C)c(-c3ccccc3)c2)cc1	3	-16	14	i	-19	1	-0.6	8	4.8*	0.0
29	CCC(=O)c1ccc(OCC(=O)N2CCN(CC(=O)Nc3ccccc3C(F)(F)F)CC2)cc1	9	-1	1	i	5	1	-1.1	-4	0.0	0.4
30	O=c1cccc2n1CC1CC2CN(C(c2cccc(F)c2)c2sc3ncnn3c2O)C1 (stereo not drawn)	0	-5	-4	i	0	3	-1.4	-7	2.2	-0.5
31	CCN(CC)CCCN=C(C)c1c(O)n(-c2ccccc2)c(=O)[nH]c1=O	-1	-3	3	i	-1	-4	-5.1	0	-1.3	-0.7
32	CC(=O)Nc1ccc(C(=O)C(Cc2ccccc2)N(C)C)cc1 (stereo not drawn)	-3	3	-4	i	-2	-10	-1.1	-12	0.8	1.4
33	CC(C)CN1CCN(Cc2c(F)cccc2Cl)CC1CCO (stereo not drawn)	3	0	-5	i	5	3	-0.5	-8	1.5	0.0
34	O=c1[nH]c(=O)n(Cc2ccco2)c(O)c1C=NC1CC1	-9	-6	6	i	-2	1	-1.2	5	-0.3	-1.6
35	Cc1ccsc1/C=C1\C(=O)NC(=S)N(C)C1=O	1	1	6	i	7	4	-0.7	6	0.6	-0.5
36	N#Cc1ccc(N2CCNCC2)c(F)c1	-2	-5	-2	i	0	-1	-0.9	-2	-1.1	-0.5
37	c1cncc(C2CCCCN2Cc2ccc3c(c2)OCO3)c1 (stereo not drawn)	-1	2	-4	i	0	-1	-2.7	-4	0.0	-0.4
38	Cc1cc(OCC(=O)N2C[C@H]3C[C@@H](C2)c2cccc(=O)n2C3)c2c(C)c(C)c(=O)oc2c1	-2	3	2	i	-3	2	-2.0	4	-0.3	-1.5
39	COc1ccc(CN2C(=O)CC(=O)NC2=S)cc1	1	1	-2	i	2	3	-0.5	-6	0.7	-0.1
40	COc1ccccc1Oc1c(C)oc2cc(OC(=O)N(C)C)ccc2c1=O	-3	-4	-4	i	0	1	-1.0	5	2.3	-1.3
41	COc1cc2c(cc1OC)C13CCN4CC5CCOC6CC(=O)N2C1C6C5CC43 (stereo not drawn)	-2	0	-4	i	7	-1	-1.0	-15	-0.6	-0.3
42	Cn1cnc(CCN)c1	-2	0	-2	i	6	3	-10	1	-0.3	-0.6
43	CCOC(=O)C1CCN(/C=C2\C(=O)NC(=S)N(CC)C2=O)CC1	-2	-6	0	i	-1	1	-0.7	-2	1.8	-0.4
44	CCC(=Nc1ccc(OC)cc1OC)c1c(O)n(C2CCCCC2)c(=O)[nH]c1=O	0	-3	4	i	-2	-10	4.1	-6	0.8	-0.1
45	COc1cc(C(=O)Nc2ccc(Br)cc2C(=O)c2ccccc2)cc(OC)c1OC	6	-4	-11	i	-2	-2	2.7	-12	-1.3	-0.4
46	CCC(=NC(C)c1ccccc1)c1c(O)[nH]c(=O)[nH]c1=O (stereo not drawn)	-3	-3	-2	i	8	2	-0.1	-7	-1.7	-1.1
47	O=CC(Br)P(=O)(N1CCOCC1)N1CCOCC1 (stereo not drawn)	-3	0	1	i	-1	5	-1.0	9	0.1	0.3
48	Cc1ccc(S(=O)(=O)N(c2cc(Cl)c(O)c(Cl)c2)P(=O)(OC(C)C)OC(C)C)cc1	-2	-4	-4	i	6	2	0.0	-1	-0.5	-0.4
49	CC(C)(C)n1nnnc1C(c1ccnc2ccccc12)N1CCC2(CC1)C(=O)NCN2c1ccccc1 (stereo not drawn)	-2	123*	1	i	1	-4	1.7	.	-0.1	-0.2
50	CC(=O)O[C@H]1C(=O)[C@@]2(C)C([C@H](OC(=O)c3ccccc3)[C@]3(O)C[C@H](O)C(C)=C1C3(C)C)[C@]1(OC(C)=O)CO[C@@H]1C[C@H]2O (stereo partly drawn)	-3	2	-1	i	1	4	0.3	-1	1.1	0.0
51	Cc1cc(N2C(=O)C3CCCN3C2c2sccc2C)no1 (stereo not drawn)	-8	6	0	i	-3	1	-1.0	-1	1.1	0.0
52	Cc1ccc2n1Cc1cnnn1-c1ccccc1-2	-2	1	2	i	-1	-1	-0.8	.	0.3	-0.4

Compound profiles, as listed above. Order of values: STEP block, CSN deneddyl inh, NadD block, Rpn11 block, SUMO1 PPI mod, DNMT1 block, LMPTP block, Scp-1 inhibitor, MsrA inhibitor, TbMetRS inhib
CC(C)(C)n1nnnc1C(c1ccnc2ccccc12)N1CCC2(CC1)C(=O)NCN2c1ccccc1 (stereo not drawn) is entered as -2, 123*, 1, i, 1, -4, 1.7, ., -0.1, -0.2
CC(=O)O[C@H]1C(=O)[C@@]2(C)C([C@H](OC(=O)c3ccccc3)[C@]3(O)C[C@H](O)C(C)=C1C3(C)C)[C@]1(OC(C)=O)CO[C@@H]1C[C@H]2O (stereo partly drawn) is entered as -3, 2, -1, i, 1, 4, 0.3, -1, 1.1, 0.0

The list is partial; the hit share may differ from the screen's.
